Compound activity from PubChem.
GSK3B inh: human GSK3beta kinase inhibition; GST-GSK3beta kinase, ADP-Glo luminescence, 60 min; stronger effect = lower value; 0.038% of 300,000 active; AID 2097; activity score (negative = inhibition), % at 10 µM;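 active = more than half of replicate wells score below -50%, meaning over 50% inhibition versus plate controls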;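 note: 0% = median DMSO wells and -100% = median GW8510 positive control wells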
Target sequence (P49841 whole entry, looked up): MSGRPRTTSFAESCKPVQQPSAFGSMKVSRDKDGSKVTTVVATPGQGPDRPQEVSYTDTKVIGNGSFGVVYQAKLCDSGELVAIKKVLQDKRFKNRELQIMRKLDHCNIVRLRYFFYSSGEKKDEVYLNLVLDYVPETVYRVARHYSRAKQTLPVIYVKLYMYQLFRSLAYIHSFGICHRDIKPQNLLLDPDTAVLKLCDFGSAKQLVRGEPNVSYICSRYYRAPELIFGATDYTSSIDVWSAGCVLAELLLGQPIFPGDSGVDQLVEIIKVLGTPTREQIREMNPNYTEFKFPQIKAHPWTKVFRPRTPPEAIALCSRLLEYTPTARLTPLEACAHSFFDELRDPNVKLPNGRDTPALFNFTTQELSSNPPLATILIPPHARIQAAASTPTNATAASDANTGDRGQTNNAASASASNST
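Assay system: GST-tagged human GSK3beta kinase, cell-free; Input: 1.6 ng GSK3beta; Medium: Tris/MgCl2 kinase buffer; Timing: 60 min enzyme reaction, room temperature; Signal: ADP-Glo luminescence quantifying ADP generated by kinase; Evaluation: score relative to plate controls; Benchmarks: DMSO neutral wells and GW8510 at 20 µM as positive.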
KCNQ1 inh: blocks the human KCNQ1 potassium channel; B-score at 10 µM; AID 2642; 1.3% of 310,000 active; CHO-K1 KCNQ1, FluxOR thallium flux fluorescence; stronger effect = higher value; P51787;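 active = compounds whose thallium flux B-score, printed positive for inhibition, exceeds three library SD while starting fluorescence stays within three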;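 note: channel opened by potassium depolarization with thallium stimulus after 20 min compound exposure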
PolyA inh: inhibitors of polyadenylation in S. cerevisiae. AID 1875. 0.02% of 300,000 active. S. cerevisiae SKY197-pL101 polyadenylation reporter, beta-gal luminescence; efflux-impaired pdr1/pdr3 knockout yeast; score 100 = 6 SD above DMSO. calls only at 12 µM;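 active = lowest replicate activity score at least 50, where 100 means six control SD above control mean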;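 note: yeast exposed to compound for 9 h at 30 °C; higher score means more reporter readthrough which indicates perturbed polyadenylation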
KCNK9 block: human KCNK9 channel inhibition. 1.2% of 310,000 active. Q9NPC2. HEK293 KCNK9, FluxOR thallium flux fluorescence; stronger effect = lower value. B-score at 10 µM. AID 488922;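 active = ratio B-score over 3 SD below the library mean, with starting fluorescence within 5 SD of its mean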;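 note: negative B-score means less thallium flux so channel inhibition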
hERG protect: shields human hERG channel from block by proarrhythmic agents; 0.51% of 310,000 active; activation (rescue from dofetilide block), less the hit threshold, % at 10 µM; AID 1511; Q12809; CHO-hERG, FluxOR thallium flux, dofetilide IC70 present;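 active = activation above the mean of controls blocked by dofetilide plus 5 SD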;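 note: thallium influx through hERG after potassium depolarization seen as dye fluorescence rise; in these data hits start at about 4.7%; inactives centre near -7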
GSK3 alpha inh: inhibitors of human GSK-3 alpha kinase; inhibition, % at 10 µM; 0.1% of 320,000 active; AID 2650; P49840; ADP-Glo luminescence, 60 min;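 in the data active = inhibition above about 50%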;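 note: GST-tagged GSK-3 alpha with peptide substrate and 25 µM ATP; 0% = DMSO neutral wells and 100% = GW8510 positive control wells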
RGS4 pot: potentiators or activators of RGS4; HEK293 M3R/inducible RGS4, carbachol calcium flux Fluo4; stronger effect = lower value; B-score at 10 µM; 0.92% of 310,000 active; AID 463111;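 active = B-score of the integrated calcium signal more than 4 SD below the library mean, with starting fluorescence not abnormally high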;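 note: negative B-score means reduced calcium response which marks RGS4 activation or potentiation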
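test system = HEK293 cells with stable M3R and inducible RGS4 | schedule = recording 10 s baseline at 1 Hz, 100 s post-agonist | technique = Fluo4-AM (2 µM) calcium-flux fluorescence, kinetic read | measure = Agonist-evoked peak-minus-minimum fluorescence over baseline, integrated ratio, B score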
DYRK1A inh: inhibitors of rat Dyrk1A kinase; 0.43% of 310,000 active; Q63470; inhibition, % at 12.5 µM; ADP-Glo luminescence, NFATc1 peptide; AID 504441; in the data active = inhibition above about 50%;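 note: plate controls were vehicle with enzyme for no effect and no enzyme for full effect; many of its hits are not listed in these tables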
KCNK3 inh: human KCNK3 channel inhibition, primary screen | O14649 | CHO-KCNK3 thallium flux, FluxOR fluorescence; stronger effect = lower value | B-score at 10 µM | 0.84% of 340,000 active;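 active = B-score under library mean minus 4 SD, starting fluorescence ratio at most library mean plus 5 SD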;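 note: more negative B-score means stronger inhibition of thallium flux through KCNK3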
Target sequence (O14649 whole entry, looked up): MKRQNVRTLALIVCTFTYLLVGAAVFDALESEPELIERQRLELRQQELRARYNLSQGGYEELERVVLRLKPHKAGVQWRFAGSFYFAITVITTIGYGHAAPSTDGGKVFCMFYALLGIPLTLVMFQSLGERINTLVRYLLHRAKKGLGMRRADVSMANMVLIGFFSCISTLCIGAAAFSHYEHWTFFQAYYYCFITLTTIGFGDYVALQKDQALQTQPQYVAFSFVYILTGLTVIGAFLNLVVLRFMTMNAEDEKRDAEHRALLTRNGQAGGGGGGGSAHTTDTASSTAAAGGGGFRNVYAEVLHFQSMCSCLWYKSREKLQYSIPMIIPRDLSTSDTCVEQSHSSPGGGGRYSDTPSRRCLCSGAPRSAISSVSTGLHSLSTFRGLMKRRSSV
HDAC3 inhib: human HDAC3 inhibition; recombinant HDAC3, fluorogenic peptide/trypsin coupled, fluorescence; inhibition, % at 8.3 µM; 0.15% of 320,000 active; in the data active = inhibition above about 26%, passing the limit was not always enough
KCNQ1 pot: human KCNQ1 channel potentiation or activation; B-score at 10 µM; 0.35% of 310,000 active; CHO-K1 KCNQ1, thallium flux FluxOR fluorescence; stronger effect = higher value; P51787;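 active = fluorescence ratio B-score, a plate-corrected score, at least three library SD, with initial intensity B-score within 5 SD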
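Doses: Single concentration per compound, DMSO matched to controls | Test system: KCNQ1-transfected CHO-K1 cells | Timing: 90 min dye loading and 20 min compound exposure, both at room temperature | Measured by: Kinetic FluxOR thallium fluorescence, 10-s 1-Hz baseline, 110-s post-stimulus read | Medium: Assay buffer with matched DMSO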
Numbers without * were called inactive; i = inactive; . = no result given. Not all compounds are listed (hit frequency here may not be typical).

cpd	compound	GSK3B inh	KCNQ1 inh	PolyA inh	KCNK9 block	hERG protect	GSK3 alpha inh
1	CC#CCN1c2ccccc2[C@]23C[C@@H](C(=O)OC)N(C(=O)c4ccc(Br)cc4)C2=NC(C(=O)OC)=C(C(=O)OC)[C@H]13	0	i	i	i	-4	0
2	Cc1ccc(C(=O)NNC(=S)NC(=O)c2ccc(Cl)cc2)cc1	0	i	i	i	-4	-5
3	CCOC(=O)/C(N=Nc1ccc(C(=O)O)cc1[N+](=O)[O-])=C(\C)O	-1	i	i	i	-6	-2
4	CCCCS(=O)(=O)N1CCC(C(=O)NCC2CCCO2)CC1 (centres undefined)	-5	i	i	i	-2	-2
5	N#C/C(=C\c1ccc(N2CCOCC2)o1)C(=O)NC1CCCCC1	0	9*	i	i	-26	-3
6	Fc1ccc(NC(=S)Nc2cccc3ccccc23)cc1F	6	i	i	i	-15	5
7	Cc1ccnc(N2C(=O)OC(C)(C)C2(C)O)c1 (centres undefined)	-3	i	i	i	-10	6
8	O=C(Nc1nnc(S(=O)(=O)N2CCCCCC2)s1)c1ccccc1Cl	4	i	i	i	-12	-4
9	CCCCc1ncc(CN2CCC(n3nccc3NC(=O)c3ccccc3OC)CC2)[nH]1	1	i	i	i	-13	-2
10	Cc1ccc(C)c(NC(=O)c2ccc(S(=O)(=O)C(F)F)cc2)c1	-2	i	i	i	-9	0
11	Cc1cc(C)c(N(C(=O)c2csnn2)C(C(=O)NC(C)(C)C)c2ccncc2)c(C)c1 (centres undefined)	-2	i	i	i	-6	0
12	COC(=O)c1ccccc1NC(=O)Cn1nnc(-c2ccc3c(c2)OCO3)n1	1	i	i	i	-4	1

cpd	RGS4 pot	DYRK1A inh	KCNK3 inh	HDAC3 inhib	KCNQ1 pot
1	i	.	.	5	i
2	i	2	i	4	i
3	i	-2	i	14	i
4	i	-2	i	2	i
5	i	11	i	5	i
6	i	-4	i	1	i
7	i	.	i	-4	i
8	i	-3	i	-7	i
9	i	-2	i	1	i
10	i	0	i	-2	i
11	i	3	i	-2	i
12	i	2	i	-3	i

Going on with the list:
cpd	compound	GSK3B inh	KCNQ1 inh	PolyA inh	KCNK9 block	hERG protect	GSK3 alpha inh
13	Cc1ccc(-c2nnn(CC(=O)NCCc3ccc4c(c3)OCO4)n2)cc1	-2	i	i	i	-3	-4
14	COC(=O)C1=C(C)N(c2cccc3ccccc23)C(=O)C1	-4	i	i	i	-7	1
15	COc1ccc(NC(=O)C(C)NS(=O)(=O)c2ccccc2)cc1Cl (centres undefined)	2	i	i	i	-2	0
16	O=S(=O)(Nc1ccc2c(c1)nc1n2CCOC1)c1ccc(Cl)cc1	-2	i	i	i	-7	0
17	Cc1nnc(SCC(=O)NCc2ccc3c(c2)OCO3)n1C	-1	i	i	i	-5	0
18	O=C(/C=C/c1ccccc1)OCC(=O)N1CCN(c2ccccc2)CC1	-1	i	i	i	-13	1
19	N#CCCN(C(=O)COC(=O)Cc1ccc(Br)cc1)c1ccccc1	1	i	i	i	-12	0
20	CC1CCc2sc3ncnc(N4CCOCC4)c3c2C1 (centres undefined)	-9	i	i	i	-10	17
21	C#CCN(C#N)c1nc(NCC)nc(NC(C)C)n1	1	i	i	i	-10	1
22	Brc1ccccc1-c1nnc(CSc2nncn2-c2ccccc2)o1	2	i	i	i	0	6
23	CC(=O)C1C(c2ccc(C)cc2)c2c(noc2C)CC1(C)O (centres undefined)	2	i	i	i	-9	2
24	CC(C)(C)NC(=O)COC(=O)c1ccc(S(=O)(=O)N2CCCC2)cc1	-3	i	i	i	-7	-4

cpd	RGS4 pot	DYRK1A inh	KCNK3 inh	HDAC3 inhib	KCNQ1 pot
13	i	4	i	-1	i
14	i	1	i	2	i
15	i	4	i	0	i
16	i	6	i	-3	i
17	i	-7	i	3	i
18	i	-9	i	8	i
19	i	-7	i	7	i
20	i	21	i	-2	i
21	i	1	i	2	i
22	i	0	i	2	i
23	i	5	i	-7	i
24	i	.	i	7	i

The results go on:
cpd	compound	GSK3B inh	KCNQ1 inh	PolyA inh	KCNK9 block	hERG protect	GSK3 alpha inh
25	Cc1nn(-c2nc3ccccc3[nH]2)c(=O)c2ccccc12	-7	i	i	i	-4	13
26	CC(C)OC(=O)CSc1nnc(-c2ccccc2)n1N	-1	i	i	i	-14	-1
27	CC(C)c1nnc(NC(=O)Cn2nc(-c3ccc4c(c3)OCCO4)ccc2=O)s1	1	i	.	i	-5	-2
28	CC(C)[C@H](NS(=O)(=O)c1ccc2c(c1)OCCO2)C(=O)OCC(=O)Nc1ccccc1Cl	-3	i	i	i	-13	3
29	CN1CCN(S(=O)(=O)c2cccc(C(=O)N(C)CC(=O)Nc3ccc(F)c(F)c3F)c2)CC1	0	i	i	i	-11	-4
30	O=C(O)CCN1CCc2ccccc21	2	i	i	i	-8	-8
31	COC(=O)c1sc(SC)c(S(=O)(=O)C(C)C)c1N/N=C(\C#N)C(=O)c1ccccc1	1	i	i	i	-8	-2
32	O=C(Nc1ccnc(-c2ccncc2)n1)c1ccc(F)cc1	1	i	i	i	-1	2
33	CCOC(=O)C1CCCN(c2cc(=O)n(C3CCCCC3)c(=O)[nH]2)C1 (centres undefined)	1	i	i	i	-8	5
34	O=C(CCn1c(=O)oc2ccccc21)NCCN1CCOCC1	1	i	i	i	-8	-1
35	O=C(c1ccco1)N1CCN(C(=O)c2cc3c(s2)-c2ccccc2OC3)CC1	0	i	i	i	-5	-1
36	CC1CCCCC1NC(=O)CCNC(=O)N1CC(=O)Nc2ccccc21 (centres undefined)	-3	i	i	i	-5	-1

cpd	RGS4 pot	DYRK1A inh	KCNK3 inh	HDAC3 inhib	KCNQ1 pot
25	i	20	i	7	i
26	i	-8	i	-3	i
27	i	58*	i	0	i
28	i	-1	i	5	i
29	i	3	i	.	i
30	i	5	i	3	i
31	i	2	i	9	i
32	i	4	i	-4	i
33	i	-13	i	2	i
34	i	3	i	-3	i
35	i	0	i	-59	i
36	i	0	i	3	i

Next section
cpd	compound	GSK3B inh	KCNQ1 inh	PolyA inh	KCNK9 block	hERG protect	GSK3 alpha inh
37	O=C(Nc1ccccc1C(=O)N/N=C/c1ccco1)c1ccccc1	5	i	i	i	-11	2
38	COCC1CCN(Cc2cn[nH]c2-c2ccc(OC)cc2F)C1 (centres undefined)	-2	i	i	i	-8	-8
39	COc1ccc(S(=O)(=O)Nc2cc(C)ccn2)cc1	2	i	i	i	-10	-1
40	O=C1c2ccc(Oc3ccc([N+](=O)[O-])cc3)cc2C(=O)N1CCO	2	i	i	i	-7	0
41	Cc1cccc(N2CCN(C(=O)Cn3c(=O)[nH]c4ccsc4c3=O)CC2C)c1 (centres undefined)	2	i	i	i	-2	-1
42	CC(C)NC(=O)C1CC=CCC1C(=O)O (centres undefined)	1	i	i	i	-7	-2
43	Cc1ccc(O)c(C(=O)c2cc(C#N)c(=O)n(CC3CCCO3)c2)c1 (centres undefined)	1	i	i	i	-11	-1
44	O=C(c1cccc(-c2ccc(O)cc2)c1)N1CCN(c2ccc(F)cc2)CC1	0	i	i	i	-9	-1
45	CC(=O)CCc1oc2ccc(C)cc2c1Cc1ccccc1	-3	i	i	i	-3	0
46	Cc1ccc(S(=O)(=O)c2nc(S(C)(=O)=O)sc2N(C)C)cc1	5	i	i	i	-6	-3
47	CC(C)c1ccc(NC(=O)NCc2cccnc2)cc1	1	i	i	i	-1	-1
48	O=C(COC(=O)c1ccccc1NC(=O)c1ccco1)NC1CCCCC1	-1	i	i	i	-8	-1

cpd	RGS4 pot	DYRK1A inh	KCNK3 inh	HDAC3 inhib	KCNQ1 pot
37	i	9	i	-7	i
38	i	2	i	-5	i
39	i	-4	i	-8	i
40	i	-1	i	-2	i
41	i	-7	i	0	i
42	i	2	i	-4	i
43	i	3	i	-4	i
44	i	7	i	-4	i
45	i	.	i	3	i
46	i	6	i	1	i
47	i	5	i	-12	i
48	i	5	i	-11	i

The results go on.
cpd	compound	GSK3B inh	KCNQ1 inh	PolyA inh	KCNK9 block	hERG protect	GSK3 alpha inh
49	CN(C)c1nc(SCCOC(=O)c2ccccc2)nc(N(C)C)n1	3	i	i	i	-11	-3
50	O=C(c1nc2ccccn2c1CNCCCn1cccn1)N1CCCC1	1	i	i	i	-18	9
51	CN(C)c1ccc(/C=N/NC(=O)c2cnc3ccccc3c2)cc1	1	i	i	i	-1	-1
52	COc1ccc(OCCn2nnc(-c3ccc(Cl)cc3)n2)cc1	3	i	i	i	-3	3
53	COc1ccc(OCCCCN2CCC(C)CC2)cc1	7	i	i	i	-5	0
54	COC(=O)c1cc(OC)c(OC)cc1NC(=O)C(C)c1ccc([N+](=O)[O-])cc1 (centres undefined)	0	i	i	i	-4	-2
55	CCCc1cc2c(=O)n(NC(=O)c3nn(C)cc3[N+](=O)[O-])c(C)nc2s1	9	i	i	i	-6	-3
56	S=c1[nH]nc(-c2ccccc2)n1CC1CCCO1 (centres undefined)	0	i	i	i	-9	0
57	Cc1ccc(OC2CCN(C(=O)C3CCC(=O)N(C4CC4)C3)CC2)cc1 (centres undefined)	1	i	i	i	-2	7
58	COc1ccc(C=O)cc1COc1ccc(Cl)cc1[N+](=O)[O-]	0	i	i	i	-4	.
59	Cc1ccc(CNC(=O)c2cn(C)c3ccc(S(=O)(=O)N4CCOCC4)cc3c2=O)cc1	-4	i	i	i	-9	-1

cpd	RGS4 pot	DYRK1A inh	KCNK3 inh	HDAC3 inhib	KCNQ1 pot
49	i	2	i	-2	i
50	i	-5	i	-5	i
51	i	3	i	-3	i
52	i	1	i	6	i
53	i	0	i	11	i
54	i	-24	i	10	i
55	i	-4	i	2	i
56	i	-1	i	2	i
57	i	7	i	2	i
58	i	5	i	-5	i
59	i	.	i	-2	i

Shown as tab-separated lines: three of the compounds above.
item	canonical_smiles	GSK3B inh	KCNQ1 inh	PolyA inh	KCNK9 block	hERG protect	GSK3 alpha inh	RGS4 pot	DYRK1A inh	KCNK3 inh	HDAC3 inhib	KCNQ1 pot
55	CCCc1cc2c(=O)n(NC(=O)c3nn(C)cc3[N+](=O)[O-])c(C)nc2s1	9	i	i	i	-6	-3	i	-4	i	2	i
56	S=c1[nH]nc(-c2ccccc2)n1CC1CCCO1 (centres undefined)	0	i	i	i	-9	0	i	-1	i	2	i
57	Cc1ccc(OC2CCN(C(=O)C3CCC(=O)N(C4CC4)C3)CC2)cc1 (centres undefined)	1	i	i	i	-2	7	i	7	i	2	i
